# BioA inh – BioA (M. tuberculosis) enzyme inhibition. purified M. tuberculosis BioA enzyme, plate reader. AID 602481. inhibition, % at 9.99 µM. actives 0.096% (n = 360,000); in the data active = inhibition above about 40%; inconclusive = no clear call, values can overlap the other calls
# Mtb UGM inh – Mtb UDP-galactopyranose mutase inhibition; P9WIQ1; purified UGM, fluorescence polarization probe displacement; inhibition, % at 10 µM; actives 0.06% (n = 320,000); AID 504406; in the data active = inhibition above about 10%, passing the limit was not always enough; inconclusive = no clear call, values can overlap the other calls
# FadD28 FP inh – blocks FadD28 binding to the bisubstrate probe; AID 588549; inhibition, % at 12.5 µM; fluorescence polarization; actives 0.22% (n = 360,000); in the data active = inhibition above about 8.5%, passing the limit was not always enough; inconclusive = no clear call, values can overlap the other calls
# FBA Mtb inh – inhibits M. tuberculosis FBA enzyme; P9WQA3; purified M. tuberculosis FBA, fluorescence read-out; inhibition, % at 1 µM; actives 2.3% (n = 360,000); AID 588726; in the data active = inhibition above about 27%;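 note: 0% = vehicle and 100% = reference inhibitor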
# Target sequence (P9WQA3 whole entry, looked up): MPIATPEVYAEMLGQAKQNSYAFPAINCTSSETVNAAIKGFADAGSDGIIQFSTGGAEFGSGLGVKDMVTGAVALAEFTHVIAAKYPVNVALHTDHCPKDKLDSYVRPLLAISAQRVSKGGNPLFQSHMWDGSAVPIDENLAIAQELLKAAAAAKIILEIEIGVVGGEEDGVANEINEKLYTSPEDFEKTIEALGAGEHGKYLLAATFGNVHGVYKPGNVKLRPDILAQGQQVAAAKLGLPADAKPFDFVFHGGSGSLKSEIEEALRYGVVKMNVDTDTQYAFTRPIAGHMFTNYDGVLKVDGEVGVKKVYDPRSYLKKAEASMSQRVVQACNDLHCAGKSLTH
# MazEF act – activators of E. coli MazEF toxin-antitoxin RNase; P0AE70; FAM/BHQ RNA-DNA oligo cleavage fluorescence, 5 h; activation, % at 20 µM; actives 0.32% (n = 350,000); AID 504720; in the data active = activation above about 50%
# Target sequence (P0AE70 whole entry, looked up): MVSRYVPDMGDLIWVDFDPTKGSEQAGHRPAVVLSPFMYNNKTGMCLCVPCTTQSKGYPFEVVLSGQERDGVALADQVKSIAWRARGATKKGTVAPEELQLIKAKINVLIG
# PrPC TRFRET – cell surface PrPC inhibition, primary TR-FRET screen. AID 720596. TR-FRET read-out. inhibition, % at 13.8 µM. actives 0.43% (n = 370,000). P04156; in the data active = inhibition above about 24%; note: 0% = median of the test wells and 100% = reference compound wells
# BoNT-F LC inh – blocks Botulinum neurotoxin F light chain protease. AID 588497. Multiplex microsphere protease cleavage assay, flow cytometry. inhibition, % at 10 µM. actives 0.22% (n = 360,000); in the data active = inhibition above about 35%, passing the limit was not always enough; inconclusive = no clear call, values can overlap the other calls; note: plate controls were buffer without enzyme for full effect and enzyme alone for no effect
# Rv3671c protease – inhibits the M. tuberculosis serine protease Rv3671c; inhibition, % at 5.96 µM; actives 0.048% (n = 320,000); AID 2606; P9WHR9; in the data active = inhibition above about 38%;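 note: extracellular domain of Rv3671c used as enzyme; 0% = enzyme with DMSO and 100% = no enzyme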
# Target sequence (P9WHR9 whole entry, looked up, the tested form may be a part): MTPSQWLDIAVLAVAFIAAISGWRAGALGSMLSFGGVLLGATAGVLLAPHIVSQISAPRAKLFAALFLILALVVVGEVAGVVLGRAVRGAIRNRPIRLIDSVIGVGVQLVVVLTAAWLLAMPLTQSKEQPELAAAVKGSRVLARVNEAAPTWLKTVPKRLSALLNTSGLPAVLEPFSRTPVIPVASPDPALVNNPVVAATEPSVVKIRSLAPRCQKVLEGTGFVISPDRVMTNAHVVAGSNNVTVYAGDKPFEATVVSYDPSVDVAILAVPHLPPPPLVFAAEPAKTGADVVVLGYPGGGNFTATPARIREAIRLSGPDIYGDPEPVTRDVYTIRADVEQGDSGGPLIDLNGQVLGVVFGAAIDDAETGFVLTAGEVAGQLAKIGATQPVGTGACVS
# GDH-TPI inh – GDH-TPI coupled enzyme inhibition counter-screen. inhibition, % at 4.8 µM. actives 1.2% (n = 360,000). GDH-TPI coupled enzyme counterscreen, NADH absorbance; in the data active = inhibition above about 30%;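 note: 0% = DMSO wells and 100% = wells lacking the enzyme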
# Active calls of the source: *; ? = inconclusive; · = not tested or not shown; & = joins results of further samples.
SMILES,BioA inh,Mtb UGM inh,FadD28 FP inh,FBA Mtb inh,MazEF act,PrPC TRFRET,BoNT-F LC inh,Rv3671c protease,GDH-TPI inh
Cc1cccc(-n2c(C)n[nH]c2=S)c1C,0.6,0.9,-2.2,3,3,4,8,-3,-2
N#Cc1ccc(COC(=O)c2ccc3c(=O)[nH]c(CN4CCOCC4)nc3c2)cc1,·,2.3,-2.6,0,-1,-3,0,1,2
CCCC1(C(=O)OC)NC(c2ccco2)C2C(=O)N(c3ccc(C)cc3)C(=O)C21 (stereo not given),0.1,-1.5,0.6,6,7,4,8,1,-1
CCOc1ccc(CNC(=O)Cn2ccc3cc(S(=O)(=O)N4CCCC4)ccc32)cc1,-0.4,-0.2,0.4,2,3,-1,7,-3,3
O=C(C1CCCCC1)N1CCC(c2nc3c(nnn3Cc3ccccc3Cl)c(=O)[nH]2)CC1,3.2,·,0.5,-2,-2,0,1,·,16
CCOC(=O)c1ccc(Nc2nc(-c3cccnc3)nc3ccccc23)cc1,2.3,0.2,-7.2,9,24,15,14,-39,7
Cc1csc(NC(=O)CSc2nnc(NC(=O)COc3ccccc3)s2)n1,-1.5,·,-5.7,-2,3,4,-3,-4,6
COc1cccc(C(c2nnnn2C(C)(C)C)N2CCN(C3CCCCC3)CC2)c1OC (stereo not given),·,·,-1.8,5,3,-10,-3,·,8
O=C(Cn1cnc2c(nnn2Cc2ccc(F)cc2)c1=O)NCC1CCCO1 (stereo not given),0.1,0.3,-1.3,2,4,7,0,-1,5
COc1ccccc1NC(=O)Cn1cnc2c(oc3nc4c(cc32)CCCC4)c1=O,0.2,-1.0,25*,1,3,7,-1,-2,10

# Among those listed so far, 4 have a carbonyl joined to an NH by a bond outside any ring.
SMILES,BioA inh,Mtb UGM inh,FadD28 FP inh,FBA Mtb inh,MazEF act,PrPC TRFRET,BoNT-F LC inh,Rv3671c protease,GDH-TPI inh
CCOc1ccc(CNC(=O)Cn2ccc3cc(S(=O)(=O)N4CCCC4)ccc32)cc1,-0.4,-0.2,0.4,2,3,-1,7,-3,3
Cc1csc(NC(=O)CSc2nnc(NC(=O)COc3ccccc3)s2)n1,-1.5,·,-5.7,-2,3,4,-3,-4,6
O=C(Cn1cnc2c(nnn2Cc2ccc(F)cc2)c1=O)NCC1CCCO1 (stereo not given),0.1,0.3,-1.3,2,4,7,0,-1,5
COc1ccccc1NC(=O)Cn1cnc2c(oc3nc4c(cc32)CCCC4)c1=O,0.2,-1.0,25*,1,3,7,-1,-2,10

# (continued)
SMILES,BioA inh,Mtb UGM inh,FadD28 FP inh,FBA Mtb inh,MazEF act,PrPC TRFRET,BoNT-F LC inh,Rv3671c protease,GDH-TPI inh
O=C(CNC(=O)c1ccc(Cl)cc1)NC(CO)c1ccccc1 (stereo not given),2.4,-2.0,-1.1,-1,1,7,-39,0,3
CCOC(=O)c1ccc(NC(=O)CC2C(=O)N(c3ccc(F)cc3)C(=O)N2CCC(C)C)cc1 (stereo not given),0.2,0.9,-1.7,4,1,5,-18,-1,2
COc1cc2[nH]c3ccccc3c2cc1C,-2.3,3.4,0.3,6,15,9,2,6,7
CC1=CC(C)(C)NC(=S)N1c1ccc2ccccc2c1,0.8&-1.5,1.4,-0.6&-0.1,3&0,8&2,8&3,9&-2,-4,9&6
COc1ccc(S(=O)(=O)N2CCN(C(=O)[C@H](Cc3ccccc3)NC(=O)c3ccco3)CC2)cc1,0.5,3.2,-2.4,0,5,-3,·,-2,-4
O=S(=O)(Nc1ccc(Cc2ccncc2)cc1)c1ccc(Cl)c(Cl)c1,4.0,-0.4,-2.4,0,-1,31*,2,-11,4
COc1cccc(CNC(=O)C2CCN(S(=O)(=O)c3ccc4c(c3)CCC(=O)N4)CC2)c1,-1.2,0.5,-3.2,1,15,1,-4,0,5
COc1c2c(nc3occc13)C(CC=C(C)C)(OC)C(OC(C)=O)CC2 (stereo not given),0.2,-1.2,-2.2,-1,-9,5,·,1,-6
COc1ccc2c(c1)-c1nc(NC(=O)c3ccco3)sc1CC2,-0.1,-0.8,-0.7,0,0,6,-7,-14,16
COc1ccccc1OCCSc1nnc(C)n1-c1ccccc1,-13,-0.6,0.9,2,12,1,-28,-2,9
CC1CCC(NC(=O)C2c3ccccc3C(=O)N2Cc2ccc3c(c2)OCO3)CC1 (stereo not given),-0.1,-2.8,-2.8,1,4,2,-6,5,7
NNC(=O)c1ccc(COc2ccc(Br)cc2)o1,1.2,-0.5,-0.5,0,1,3,12,-1,1
O=C(NCCCN1CCCC1=O)C1CCN(S(=O)(=O)c2cccc(C(F)(F)F)c2)CC1,-1.6,1.0,-1.2,0,4,-4,-3,-1,-6
O=C(NCc1cccc(Br)c1)C1CC2Cn3c(nc4ccccc43)C2N1Cc1ccccc1 (stereo not given),-0.6,-0.7,-3.2,1,9,2,-4,-5,1
COc1cccc(CNS(=O)(=O)c2ccc3c(c2)CC(C)N3C(=O)C2CC2)c1 (stereo not given),1.0,0.7,-3.7,1,4,11,-6,2,3
Cc1nn2c(C(F)(F)F)c3c(nc2c1-c1ccccc1)CCC3,·,0.4,-1.0,0,2,1,-4,0,-1
O=C(N/N=C\c1ccccn1)c1ccccc1O,·,-1.1,-1.8,4,14,4,-6,8,13
O=C(Nc1cc(Cl)ccc1O)C1CC(c2ccccc2O)=NO1 (stereo not given),-0.1,2.4,2.4,2,-10,-4,-14,-16,10
Cc1noc(C)c1S(=O)(=O)NC(=O)C1(C)CCN1C(=O)C1(c2ccc(Cl)cc2)CCC1 (stereo not given),1.1,·,0.2,1,·,4,2,·,8
CC(=O)c1ccc(NC(=O)c2ccccc2-c2ccccc2C(=O)O)cc1,0.1,2.6,-1.2,0,10,-4,?,-1,4
O=[N+]([O-])c1ccc(N2CCN(CCO)CC2)cc1Sc1ccccn1,·,-1.9,0.0,-7,-1,-16,1,8,6
Nc1[nH]c2cc([N+](=O)[O-])ccc2c1-c1ccccn1,1.0,0.7,-1.5,-11,17,-48,-2,2,0
COC(=O)CNc1nc(Cl)nc(Nc2ccc(Cl)cc2)n1,-1.6,-1.2,-0.3,-1,-4,-3,5,8,-1
COc1cccc(-c2ccc(C#N)c(SCC(=O)NCc3ccco3)n2)c1,5.3,-0.2,-1.5,20,-14,3,0,3,11
CCCCNC(=O)C1Cc2cc(S(=O)(=O)N3CCCCC3)ccc2N1C(C)=O (stereo not given),0.1,-2.7,-1.2,-2,2,4,3,1,-5
COc1ccc(OCC(=O)N2CCN(CC3CC4C=CC3C4)CC2)cc1 (stereo not given),0.5,-2.6,-2.5,2,1,7,-1,10,-2
CC(C)CCSc1nnc(N)s1,·,3.9,-2.8,-1,6,4,?,0,1
COc1cc(C(=O)NCC(=O)n2nc(C)cc2C)cc(OC)c1OC,-2.0,0.3,-3.2,-11,1,-6,-3,-3,-11
O=C(O)C(Cc1ccc(O)c([N+](=O)[O-])c1)N1C(=O)c2ccccc2C1=O (stereo not given),0.4,·,-2.4,-7,15,-10,-1,·,8
CC1(C)Oc2ccc(C(=O)N3CCc4ccccc43)cc2N(CC(=O)N2CCCC2)C1=O,-4.5,0.5,1.2,1,9,4,1,7,15
Cc1cccc2c1N(CCCOc1ccccc1)C(=O)C2=O,0.9,1.2,1.9,-2,0,-5,-8,-3,6
COc1ccc(NC(=O)c2nc[nH]c2C(=O)N[C@@H](C)C(=O)OC(C)(C)C)cc1,0.4,-2.5,-3.2,-2,6,-2,1,-19,0
O=C(Nc1ccc(Br)cc1F)C1CC(=O)N(C2CCCCC2)C1 (stereo not given),1.7,-1.4,-2.6,1,-3,-1,8,0,-2
O=C1NC(=O)C(=Cc2cccc(OCCOc3ccccc3)c2)C(=O)N1,0.1,-0.7,0.0,-1,1,1,0,-9,-5
CCOc1cc(N2CCOCC2)c(OCC)cc1NC(=O)C1CC(=O)N(c2ccc(C)cc2)C1 (stereo not given),-2.2,-0.8,-2.3,-3,1,-3,-4,7,-2
COc1ccc(-c2nc(CN3CCN(c4cc(C)nc(C)c4)CC3)c(C)o2)c2ccccc12,1.9,0.2,-24,67*,9,-11,0,-1,2
O=C(C1CCC(CNc2c(N3CCCCC3)c(=O)c2=O)CC1)N1CCCC1 (stereo not given),-2.6,1.0,1.2,1,8,7,0,-2,0
COc1cc(NC(=O)COC(=O)c2cnccn2)c(C)cc1[N+](=O)[O-],-5.9,1.3,-1.1,0,-3,-4,-16,5,17
COc1cc(NC(=O)CCC(=O)N2CCN(S(=O)(=O)c3ccc(C)cc3)CC2)cc(OC)c1,0.6,·,-3.8,5,-4,-3,9,·,10
COc1ccc(-c2nn(-c3ccccc3)cc2/C=C/C(=O)N2CCOCC2)cc1OC,·,-0.5,-7.0,-3,5,-12,6,3,8
O=C(NCc1ccccc1CN1CCCC1)C1CCN(S(=O)(=O)c2ccc(Cl)cc2)CC1,1.2,1.3,0.1,4,5,-4,-6,-1,2
CC1(C(=O)Nc2cccc3ccccc23)CCN1C(=O)C1(c2ccccc2)CCCC1 (stereo not given),-2.0,·,3.3,6,·,-2,-2,·,4
Cc1ccc(C2CC(=O)c3cnn(-c4nc(C)cc(C)n4)c3C2)cc1 (stereo not given),·,-0.8,-0.9,2,6,5,-4,-15,3
O=C(Nc1cccc(Br)c1)c1ccc(Cl)c(S(=O)(=O)N2CCOCC2)c1,0.5,-2.5,-1.7,6,1,18,-12,-28,10
CCN(CC)C(=O)c1nc[nH]c1C(=O)N1CCN(c2ccccc2)CC1,0.2,-1.3,-3.6,-2,2,-1,-2,8,8
Cc1c(C)c2ccc(OC(C)C(=O)N3C[C@H]4C[C@@H](C3)c3cccc(=O)n3C4)c(C)c2oc1=O (stereo not given in full),-0.8,1.0,-0.2,24,5,-2,-8,-4,19
Cn1c(=O)c2cc(NC(=O)Cc3cccc4ccccc34)ccc2n1-c1ccccc1,-1.1,·,-0.7,4,·,15,0,·,7
Cc1cc(C(=O)Cn2nnc(-c3ccc(Cl)cc3)n2)c(C)n1-c1ccccc1,·,-0.3,-4.9,-2,-2,6,1,-10,15
O=C(CSc1nnc(-c2ccccc2Br)o1)Nc1nncs1,3.7,0.2,-1.5,-3,-2,21,1,0,-3
COc1ccccc1-c1noc(CCC(=O)NC2CCCC2)n1,-1.5,-2.9,-0.8,1,2,3,2,-1,4
CC(C)n1cnnc1SCC(=O)NCC(=O)Nc1ccc(F)cc1,-1.2,2.1,-1.6,2,-2,10,0,-5,-3

# Pulled by compound from above:
SMILES,BioA inh,Mtb UGM inh,FadD28 FP inh,FBA Mtb inh,MazEF act,PrPC TRFRET,BoNT-F LC inh,Rv3671c protease,GDH-TPI inh
Cc1cc(C(=O)Cn2nnc(-c3ccc(Cl)cc3)n2)c(C)n1-c1ccccc1,·,-0.3,-4.9,-2,-2,6,1,-10,15
COc1cc(NC(=O)COC(=O)c2cnccn2)c(C)cc1[N+](=O)[O-],-5.9,1.3,-1.1,0,-3,-4,-16,5,17
COc1cc2[nH]c3ccccc3c2cc1C,-2.3,3.4,0.3,6,15,9,2,6,7
COc1ccc(NC(=O)c2nc[nH]c2C(=O)N[C@@H](C)C(=O)OC(C)(C)C)cc1,0.4,-2.5,-3.2,-2,6,-2,1,-19,0
COc1cccc(C(c2nnnn2C(C)(C)C)N2CCN(C3CCCCC3)CC2)c1OC (stereo not given),·,·,-1.8,5,3,-10,-3,·,8

# Assay outcomes: PubChem, several laboratories
